Compound activity from PubChem.
Hsp90 Hop PPI = qHTS Assay for Disrupters of an Hsp90 Co-Chaperone Interaction; AlphaScreen TPR2A-His6 binding biotin-Hsp90 C-terminal peptide; 71,000 tested, 0.44% active; Hsp90 C-terminal peptide / TPR2A (Hop) interaction, human; Potency, µM (series often up to 57 µM), for the others: at the top dose activity change, negative = inhibition; active means well fitted curve in either direction with a large enough effect; inconclusive means small, poorly fitted or top-dose-only effect, or another doubt; further: potency means the concentration at half of the fitted maximal effect; on the % scale 0 is the no-effect control and ±100 the full control effect; many of its hits are not listed in these tables
CRE Fsk mod = Cell signaling CRE-BLA (Fsk stim); CHO CRE-bla reporter (cAMP response element driving beta-lactamase), forskolin EC10, beta-lactamase ratio; Potency, µM (series often up to 38.2 µM), without a hit: at the top dose activity change, negative = inhibition, hits mostly activators; 71,000 tested, 2.5% active; AID 662, 2007; active means well fitted activation curve with a large enough effect in the signal ratio, with a control signal flat, not every such curve was filed as active; inconclusive means small, poorly fitted or top-dose-only effect, or effect the other way, or a change in a side signal; the % refers to the signal ratio; further: potency means the concentration at half of the fitted maximal effect; % of control where 0% means no effect
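AC50 values, positive or negative, reflect shifts in EC10 NKH 477-induced CRE-bla reporter activity in CHO cells. Incubation lasted 3 h at 37 °C before CCF4 substrate (2 h, room temperature) and ratiometric 460/530 nm reading.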
Ub-GFP proteasome = Ubiquitin-GFP Assay | Ubiquitin-GFP reporter cells, proteasome inhibition, GFP fluorescence; response scale: untreated = 0%, 10 µM MG-132 = 100% | 67,000 tested, under 10 active | Potency, µM (series often up to 45.9 µM), inactives show top-dose activation (GFP accumulation), usual class: activators; active means well fitted activation curve with a large enough effect, not every such curve was filed as active; inconclusive means small, poorly fitted or top-dose-only effect, or another doubt; inactive means no such curve, though single readings can be large or run the other way; further: potency means the concentration at half of the fitted maximal effect
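U2OS cells expressing ubiquitin(G76V)-GFP, seeded overnight in 0.5% FBS medium, then treated 4 hr at 37 C across 46 uM to 2.9 nM. GFP-positive cells counted by laser cytometry (488 ex/515 em); %activity scaled between basal and 10 uM MG-132.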
DNA Pol III inh = qHTS Assay for Inhibitors of DNA Polymerase III Holoenzyme System. reconstituted DNA polymerase III holoenzyme replication, biochemical. Potency, µM (highest dose often 57.1 µM), inactives show top-dose activity change, negative = inhibition. 71,000 tested, 0.25% active. AID 603, 2007; further: potency means the concentration at half of the fitted maximal effect; on the % scale 0 is the no-effect control and ±100 the full control effect
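Reconstituted *E. coli* holoenzyme (0.35 nM Pol III, 1 nM beta, 154 nM SSB, 2 nM primase) was preincubated with compound for 15 min at RT. Synthesis on 1.4 nM ssM13Gori ran 35 min, then was stopped with PicoGreen/EDTA and read as dsDNA fluorescence.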
HBB splicing = qHTS Assay for Modulators of Hemoglobin Beta Chain Splicing. AID 925, 2007. HBB splicing reporter cell assay, activation; EGFP reporter with mutant IVS2-654 intron; response scale: normalised to 500 nM splice-correcting PNA. 65,000 tested, 0.06% active. Potency, µM (doses to about 46.1 µM), without a hit: top-dose activation, hits mostly activators; further: potency means the concentration at half of the fitted maximal effect; 0% is about no effect
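Compounds were applied for 2 days to HeLa EGFP-654 cells, 500/well in Optimem with 2% FCS. The reporter's EGFP is disrupted by mis-splicing of beta-globin intron IVS2-654. Readout: summed well GFP fluorescence from 488 nm laser scanning; reference was 500 nM antisense […] 654 PNA.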
HADH2 inh = qHTS Assay for Inhibitors of HADH2 (Hydroxyacyl-Coenzyme A Dehydrogenase, Type II). 3-hydroxyacyl-CoA dehydrogenase type-2 (Homo sapiens), Q99714. 73,000 tested, 3.4% active. recombinant HADH2, NADH fluorescence, beta-hydroxybutyryl-CoA. AID 886, 2007. Potency, µM (top dose mostly 57.1 µM), without a hit: at the highest dose activity change, negative = inhibition, hits mostly inhibitors; further: potency means the concentration at half of the fitted maximal effect; on the % scale 0 is the no-effect control and ±100 the full control effect; nearly all actives have a fitted effect of over 60% in size; many of its hits are not listed in these tables
Target sequence (Q99714 whole entry, looked up, one chain of several): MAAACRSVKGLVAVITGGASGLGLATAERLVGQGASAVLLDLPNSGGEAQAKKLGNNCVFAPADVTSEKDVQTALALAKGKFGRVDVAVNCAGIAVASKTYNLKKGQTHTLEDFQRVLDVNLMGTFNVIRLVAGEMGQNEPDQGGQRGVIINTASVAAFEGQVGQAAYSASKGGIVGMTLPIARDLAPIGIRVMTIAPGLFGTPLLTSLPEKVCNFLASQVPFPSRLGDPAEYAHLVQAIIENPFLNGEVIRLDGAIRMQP
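20 nM HADH2 + cpd, 15 min RT; add 1 mM NAD+/90 uM beta-hydroxybutyryl-CoA; kinetic fluorescence 360/450 nm, 4 min. Tris-HCl pH 9.0, 0.01% Tween-20.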
USP2a inh = qHTS Assay for Inhibitors of Ubiquitin-specific Protease USP2a; Ubiquitin carboxyl-terminal hydrolase 2 (Homo sapiens), O75604; USP2a enzymatic assay, qHTS inhibition; Potency, µM (series often up to 38.3 µM), for the others: at the highest dose activity change, negative = inhibition, actives largely listed as inhibitors; 60,000 tested, 0.1% active;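 further: potency means the concentration at half of the fitted maximal effect; nearly all actives have a fitted effect of over 60% in size; plate controls were DMSO for no effect and NEM full inhibition control for full effect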
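Coupled readout: USP2-cleaved Ub-PLA2 (20nM final) turns over NBD C6-HPC (20uM final), Ex 460nm/Em 535nm after 2.5 h, time-zero read flagging artifacts. Enzyme (20nM final, pH 8.0 Tris) given 30 min RT with compound first; NEM defines full inhibition.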
BRCT PPI red = qHTS Assay for Inhibitors of BRCT-Phosphoprotein Interaction (Red Fluorophore); Potency, µM (highest dose often 76.9 µM), without a hit: top-dose activity change, negative = inhibition, actives largely listed as inhibitors; BRCT-phosphopeptide binding, red fluorescence polarization; Breast cancer type 1 susceptibility protein (Homo sapiens), P38398; 75,000 tested, 0.03% active; further: on the % scale 0 is the no-effect control and ±100 the full control effect
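Fluorescence polarization: 100 nM His-tagged BRCA1 BRCT with 100 nM TAMRA-labelled phospho-BACH1 decapeptide, phosphate buffer pH 7.3 with 150 mM NaCl, DTT, 0.01% Tween 20; 12 min RT. Binding inhibition seen as FP decrease.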
15-hLO inh = qHTS Assay for Inhibitors of 15-hLO (15-human lipoxygenase). Polyunsaturated fatty acid lipoxygenase ALOX15 (Homo sapiens), P16050. purified 15hLO-1, xylenol orange hydroperoxide absorbance. Potency, µM (top dose mostly 57.1 µM), for inactives: top-dose activity change, negative = inhibition, most hits filed as inhibitors. 74,000 tested, 1.4% active. AID 887, 2007; further: potency means the concentration at half of the fitted maximal effect; on the % scale 0 is the no-effect control and ±100 the full control effect; nearly all actives have a fitted effect of over 55% in size
Target sequence (P16050 whole entry, looked up): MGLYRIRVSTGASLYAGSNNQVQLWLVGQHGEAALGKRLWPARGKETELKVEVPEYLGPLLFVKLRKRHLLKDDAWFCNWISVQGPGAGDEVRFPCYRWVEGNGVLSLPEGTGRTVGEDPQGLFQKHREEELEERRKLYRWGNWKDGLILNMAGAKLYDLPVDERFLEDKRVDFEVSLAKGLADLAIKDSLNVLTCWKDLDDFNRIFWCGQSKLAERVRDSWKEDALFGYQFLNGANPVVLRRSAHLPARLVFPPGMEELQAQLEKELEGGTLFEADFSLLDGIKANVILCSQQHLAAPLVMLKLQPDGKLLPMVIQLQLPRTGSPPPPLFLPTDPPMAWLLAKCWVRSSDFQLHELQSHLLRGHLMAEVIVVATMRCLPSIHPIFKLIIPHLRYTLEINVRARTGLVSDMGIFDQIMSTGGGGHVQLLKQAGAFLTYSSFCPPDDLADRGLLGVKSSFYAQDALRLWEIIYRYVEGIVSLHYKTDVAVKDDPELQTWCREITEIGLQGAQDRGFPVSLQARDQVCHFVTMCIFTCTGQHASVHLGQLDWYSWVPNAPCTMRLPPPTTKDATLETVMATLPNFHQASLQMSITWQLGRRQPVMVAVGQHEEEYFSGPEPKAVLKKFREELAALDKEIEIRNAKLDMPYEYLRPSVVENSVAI
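Purified human 15hLO-1 (40 nM final) in 25 mM Hepes pH 7.5, 0.01% Triton X-100 was preincubated with compound 15 min at room temperature, then reacted 6 min with 50 uM arachidonic acid; hydroperoxide detected by Fe-XO, 573/405 nm absorbance ratio.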
Epigenetic mod = qHTS Assay for Epigenetic Modulators | mouse C127i GFP locus derepression, cytometry, 30 h | Potency, µM (series often up to 46.1 µM), for inactives: at the top dose GFP derepression (activation) | 68,000 tested, 0.09% active | AID 597, 2007; further: % of control where 0% means no effect
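Derepression screen: silenced CMV-GFP reporter in murine C127i cells, 30 h compound incubation at 37 C, washed cells imaged by laser-scanning cytometer to enumerate GFP-expressing objects of 20 to 120 um.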
BRCT PPI green = qHTS Assay for Inhibitors of BRCT-Phosphoprotein Interaction (Green Fluorophore). 75,000 tested, 0.05% active. Breast cancer type 1 susceptibility protein (Homo sapiens), P38398. BRCA1 BRCT-phosphopeptide binding, green fluorescence polarization. AID 875, 2007. Potency, µM (titrated, usually from 76.9 µM), for inactives: top-dose activity change, negative = inhibition, actives largely listed as inhibitors;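 further: potency means the concentration at half of the fitted maximal effect; plate controls were peptide without protein for full effect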
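Compounds were incubated for 12 min at room temperature with a complex of 100 nM fluorescein-tagged pBACH1 decapeptide and 250 nM His-tagged BRCT protein. Buffer was phosphate pH 7.3 with EDTA, DTT and Tween 20. Disruption of binding lowers the polarization signal.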
* hit, by the source's call; ? = inconclusive; · = not tested or not shown; [ ] = remark or other dose. Unless noted, the call rests on the fitted dose curve; in most records, active means well fitted curve in the direction sought with a large enough effect; inconclusive means small, poorly fitted or top-dose-only effect, or another doubt; inactive means no such curve, though single readings can be large; an effect the other way counts as inactive or inconclusive. The list is partial; rates above refer to the full screens.

Sample of the layout:
The line under a structure holds: Ub-GFP proteasome, HADH2 inh, CRE Fsk mod, BRCT PPI green, Hsp90 Hop PPI, DNA Pol III inh, BRCT PPI red, Epigenetic mod, 15-hLO inh, HBB splicing, USP2a inh
> CC1CCc2nn(CC(=O)NCCCN3CCCC3=O)cc2C1 (configuration not stated)
 : 6%, -2%, -5%, -1.1%, 0%, -2%, -1.2%, 2%, 7%, -0.1%, ·
> COc1ccc(-c2cnn(-c3ccccc3)c2N)cc1OC
 : 5%[9.17 µM], -2%[11.4 µM], ?, -2.0%, -4%[11 µM], -3%[11.4 µM], -0.5%, 3%, 8%[11.4 µM], -3.0%[0.0738 µM], -3%[7.66 µM]

The list itself, previewed entries included:
The line under a structure holds: Ub-GFP proteasome, HADH2 inh, CRE Fsk mod, BRCT PPI green, Hsp90 Hop PPI, DNA Pol III inh, BRCT PPI red, Epigenetic mod, 15-hLO inh, HBB splicing, USP2a inh
> CC1CCc2nn(CC(=O)NCCCN3CCCC3=O)cc2C1 (configuration not stated)
 : 6%, -2%, -5%, -1.1%, 0%, -2%, -1.2%, 2%, 7%, -0.1%, ·
> COc1ccc(-c2cnn(-c3ccccc3)c2N)cc1OC
 : 5%[9.17 µM], -2%[11.4 µM], ?, -2.0%, -4%[11 µM], -3%[11.4 µM], -0.5%, 3%, 8%[11.4 µM], -3.0%[0.0738 µM], -3%[7.66 µM]
> COc1ccc(Nc2oc(COc3cccc(C)c3)nc2C#N)cc1
 : 1%, 49%, 12%, 1.7%, ?, -6%, -1.6%, 0%, -25%, -0.9%, -7%
> CN(C)C(=O)CSc1nnc(C23CC4CC(CC(C4)C2)C3)o1
 : 0%, 10%, -4%, -0.1%, -2%, -4%, 1.7%, 0%, 12%, -0.5%, -3%
> O=C(Nc1nccs1)C1C2CC3OC(=O)C1C3C2 (configuration not stated)
 : 1%, -5%, -1%, -0.1%, -5%, -1%, 0.6%, 0%, 11%, -0.3%, -1%
> COC(=O)c1ccccc1NC(=O)CN1CCC(C(=O)c2ccc3c(c2)OCCO3)CC1
 : -5%, 7%, ?, -2.7%, 1%, -1%, 0.8%, 0%, -7%, ·, 9%
> O=C(c1ccccc1NS(=O)(=O)c1cccs1)N1CCCC1
 : 9%, 7%, 3%, -4.1%, -1%, -4%, -1.3%, 2%, -8%, ·, 1%
> CCN1CCN(C(c2cccs2)C(C)NC(=O)CC(C)C)CC1 (configuration not stated)
 : ·, -2%, ?, -4.1%, -3%, -1%, -0.8%, -2%, 4%, -0.1%[0.369 µM], 4%
> O=C(CN(CCc1ccccc1)C(=O)CNS(=O)(=O)c1ccccc1)NCC1CCCO1 (configuration not stated)
 : 0%, 11%, -1%, -1.2%, 0%, -1%, 0.1%, 0%, 4%, ·, 4%
> CCOC(=O)C1CCCN(c2c(N3CCN(C4CCCCC4)CC3)c(=O)c2=O)C1 (configuration not stated)
 : 3%, -13%, -5%, -1.3%, -7%[2.3 µM], -5%, -2.3%, ·, 1%, 0.5%, ·
> O=C(COc1ccc(-c2nnco2)cc1)N1CCN(S(=O)(=O)c2ccccc2)CC1
 : -3%, 5%, 0%, -1.0%, -3%, -2%, -2.6%, 1%, -2%, -3.9%, 12%
> Cc1ccc(Oc2nc3ccccc3n3c(C)nnc23)cc1
 : ·, -24%, 12%, -1.3%, -1%, -4%, 0.1%, 0%, -7%, 6.4%[0.369 µM], 5%
> c1ccc(-n2nnnc2NCCc2c[nH]c3ccccc23)cc1
 : -8%, 0%, ?, -0.2%, -1%, 3%, -0.6%, 1%, -8%, -2.5%, 0%
> Cc1cc(C)cc(-n2nnc(C(=O)NCc3ccc4c(c3)OCO4)c2N)c1
 : 1%, -8%, ?, 13%, ?, -6%, 0.3%, 3%, -7%, 0.2%, -2%
> CCN(CC)CCCN(Cc1cc2cc3c(cc2[nH]c1=O)OCCO3)C(=O)Nc1ccccc1
 : -1%, 32µM*, ?, 0.7%, -3%, -1%, 0.5%, 0%, 0%, ·, 4%
> O=C(CCNS(=O)(=O)c1cccc2nsnc12)NCCc1ccccc1
 : -12%, 13%, -10%, -1.1%, 2%, 0%, -0.5%, 2%, 2%, -0.7%, -2%
> O=C(O)c1ccc(CSc2nnc(-c3ccncc3)n2CC2CCCO2)cc1 (configuration not stated)
 : 7%, -12%, -2%, 0.6%, -2%, 2%, -0.3%, 1%, 9%, 0.4%[57.5 µM], ·
> CN(CCCNC(=O)C1CCC(=O)N1Cc1ccc(F)cc1)c1ccccc1 (configuration not stated)
 : 10%, 22%, -21%, -1.2%, ?, 0%, 0.3%, 0%, ?, -0.3%, ·
> O=Cc1c(Cl)cccc1Cl
 : ·, -2%, -15%, -1.6%, 2%, 12%, 0.2%, ·, -3%, -1.0%, ·
> Cc1onc(-c2ccccc2Cl)c1C(=O)Nc1cc(=O)n(C)c(=O)n1C
 : -3%, 2%, -3%, -1.8%, -3%, -8%, 0.5%, -3%, -5%, 0.1%, 1%
> Clc1cccc(-c2nnc3sc(-c4ccccc4)nn23)c1
 : 5%, -11%, 0%, 0.2%, -4%, 1%, -0.3%, 0%, 4%, 0.0%, 20%
> Cc1cc(NC(=O)C(C)(C)C)no1
 : 7%, 12%, -4%, -3.1%, 2%, -2%, -0.9%, -2%, 9%, -4.8%, -10%
> Cc1cc(NC(=O)C2COc3ccccc3O2)no1 (configuration not stated)
 : 9%, -6%, -7%, 0.1%, -7%[2.3 µM], -2%, -1.3%, ·, 10%, -0.1%, ·
> CCC1CCCCN1CCn1c(=S)[nH]c2cc(OC)c(OC)cc2c1=O (configuration not stated)
 : -4%, -4%, -12%, -1.6%, -5%, -9%, -0.5%, 2%, 4%, 3.9%[0.369 µM], 19%
> CN(C(=O)C1CCN(S(=O)(=O)c2cccs2)CC1)C1CCCCC1
 : -1%, -3%, -6%, 1.0%, -1%, 2%, -0.3%, -1%, 6%, 1.9%, -1%
> Cc1ccc(C2CC(c3cccc(C)c3)n3ncnc3N2)cc1 (configuration not stated)
 : 14%, -4%, 1%, -2.1%, -5%[2.3 µM], 0%, -0.1%, ·, 53%[activator], -0.6%, ·
> CN1CCC(N(C)CC(=O)Nc2cccc(Oc3ccccc3)c2)CC1
 : 0%, 7%, 1%, -1.9%, 1%, 2%, -2.2%, -2%, 5%, -0.3%, 1%
> CC1CCN(c2nc3c(c(=O)n(C)c(=O)n3C)n2CCSc2nc3ccccc3o2)CC1
 : 8%, 15%, -6%, -0.3%, -2%, -8%, -0.1%, -2%, 3%, -2.0%[57.5 µM], -1%
> COCCOC(=O)C1=C(N)OC2=C(C(=O)CCC2)C1c1cccnc1 (configuration not stated)
 : -1%, 5%, -2%, -1.6%, 0%, -4%, 2.1%, 0%, 4%, -0.1%[57.5 µM], 1%
> CN1C(=O)c2ccc(C(=O)NCc3ccccc3)cc2C1=O
 : 1%, 4%, ?, 0.0%, -3%, -4%, -0.4%, -3%, 2%, 1.0%, -2%
> O=C(c1ccc(F)cc1)c1cn[nH]c1-c1ccccc1O
 : 0%, 2%, 7%, -1.6%, -3%, -8%, 1.4%, 2%, -1%, 2.6%[57.5 µM], -4%
> Cc1cc(NC(=O)CSc2nnc3c(C)cc4c(C)ccc(C)c4n23)no1
 : -6%, -1%, 9%, 0.8%, 1%, -3%, 0.6%, 2%, 1%, 0.2%, 3%
